High-throughput results deposited in PubChem by several laboratories.
AID2073: disruptors of CaV2.2 binding to Mint1 – biochemical, HTRF (AID 2073); HTRF protein-protein interaction, Mint1-CaV2.2; higher % means a stronger effect; one-dose inhibition, % at 20 µM; IC50 in µM for titrated hits; actives 0.19% (n = 290,000); in the data active = inhibition mostly above about 51%, no sharp cut-off; inconclusive = no clear call, values can overlap the other calls; inactive = mostly below about 53%; note: some results filed as inactive read as strong as hits
WT yeast gro inh: growth inhibition of WT yeast, mitochondrial fusion screen; mitochondrial fusion phenotypic screen, WT strain; actives 2.1% (n = 190,000); inhibition, % at 10 µM; AID 1362; in the data active = inhibition above about 58%; tested in S. cerevisiae
GPR35 antagonists: inhibition of zaprinast-stimulated GPR35 beta-arrestin translocation – imaging, U2OS, beta-arrestin-GFP, zaprinast agonist, primary screen (AID 2058). U2OS GPR35 beta-arrestin-GFP translocation imaging, zaprinast antagonism; higher % means a stronger effect. inhibition, % at 10 µM, or IC50 in µM where a hit was titrated. actives 0.052% (n = 290,000);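 active = inhibition of at least 50% with at least 30 cells and total cytoplasm GFP at most 10,000,000; inconclusive = under 30 cells or total GFP of 10,000,000 plus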
LYP phosphatase: inhibitors of LYP phosphatase, biochemical, fluorescence intensity, uHTS (AID 1779). recombinant LYP phosphatase, fluorescence intensity; higher % means a stronger effect. inhibition, % at 11.5 µM, or IC50 in µM where a hit was titrated. actives 0.054% (n = 290,000); in the data active = inhibition above about 50%;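 note: plate controls were vehicle with enzyme for no effect and no enzyme for full effect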
NS5 inhibitors: flavivirus cap methylation enzyme inhibition – biochemical, confirmation dose response, primary screen (AID 588689); inhibition, % at 25 µM; hits with a dose series show IC50 in µM; Dengue-2 NS5 methyltransferase capping enzyme assay, biochemical; higher % means a stronger effect; actives 0.3% (n = 340,000); in the data active = a potency from the dose series; inconclusive = inhibition above about 29% without an active follow-up result
Autophagy mod: alters autophagy in cells. calls only at 10 µM (by protocol). MEF GFP-LC3 puncta imaging; test concentration mostly 10 µM. AID 463193. actives 0.98% (n = 190,000);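 active = percentage of spot-positive cells more than 3 SD above its plate mean, without a fluorescence outlier flag or 80% toxicity; inconclusive = no clear call, values can overlap the other calls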;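 note: spot-positive cell cutoff set from DMSO-treated cells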
K1F lysis inhibition: protection from phage-mediated lysis, alamar blue read-out – E. coli UTI89, K1F phage, bacterial capsule biogenesis inhibitors (AID 488966) | one-dose inhibition, % at 100 µM; IC50 in µM for titrated hits | E. coli UTI89 K1F phage lysis, alamar blue, 2 h; higher % means a stronger effect | actives 0.02% (n = 340,000);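 active = phage lysis inhibition, versus mean bacterial control, above a set limit; inconclusive = no clear call, values can overlap the other calls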;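 note: capsule biogenesis inhibitors block K1F phage lysis so surviving cells raise fluorescence; higher fluorescence means more inhibition of phage lysis; actives were called in the ten point dose series up to 300 µM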
RSV CPE inhibition: RSV antiviral activity via CPE protection, HEp-2 cells, primary 10 µM value included (AID 2391); CPE inhibition, % at 10 µM; hits with a dose series show IC50 in µM; actives 0.13% (n = 310,000); HEp-2 cells, RSV-induced CPE inhibition; higher % means a stronger effect; in the data active = a potency from the dose series; inconclusive = CPE inhibition mostly from about 23% at the one dose, without a potency; inactive = the rest, 99 in 100 with CPE inhibition below about 21%; note: strong numbers were not always called active
NTR1 agonist: agonists of NTR1, primary screen, imaging, U2OS cells, beta-arrestin-GFP, high content (AID 493036) | P30989 | activation, % at 20 µM | NTR1-U2OS beta-arrestin-GFP spot imaging, agonist mode | actives 0.17% (n = 330,000);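 active = activation at or above 40% of the spot to cytoplasm intensity ratio, with at least 20 cells analyzed; inconclusive = wells under 20 cells, flagged as cytotoxic or low count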;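 note: 0% = DMSO without peptide and 100% = 100 nM NTR1 peptide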
Target sequence (P30989 whole entry, looked up): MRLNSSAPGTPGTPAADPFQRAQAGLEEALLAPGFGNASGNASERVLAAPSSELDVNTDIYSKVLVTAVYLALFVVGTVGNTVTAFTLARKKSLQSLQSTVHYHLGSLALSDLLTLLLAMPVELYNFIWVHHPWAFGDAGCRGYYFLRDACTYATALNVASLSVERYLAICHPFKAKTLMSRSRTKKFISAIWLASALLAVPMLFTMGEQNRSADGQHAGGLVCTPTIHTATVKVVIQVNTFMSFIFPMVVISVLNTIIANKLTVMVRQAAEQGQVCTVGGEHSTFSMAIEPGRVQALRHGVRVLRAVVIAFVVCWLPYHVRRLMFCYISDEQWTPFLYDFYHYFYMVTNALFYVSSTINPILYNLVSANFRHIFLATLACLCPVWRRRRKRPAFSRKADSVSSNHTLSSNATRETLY
WT yeast gro inh mutant strain: further read-out of WT yeast gro inh, marked with its call; inhibition, %; mitochondrial fusion phenotypic screen, mutant strain inhibition
Autophagy mod cell loss 18 h: recorded beside Autophagy mod, whose call it bears; toxicity, %; measured here: cell loss, nuclei count;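 cell loss after 18 h compound exposure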
NTR1 agonist cell count 20 µM: recorded beside NTR1 agonist, whose call it bears; cell count; measured here: cell count, cytotoxicity flag
NS5 inhibitors pilot replicate: recorded beside NS5 inhibitors, whose call it bears; inhibition, %; measured here: pilot screen replicate inhibition
* hit, by the source's call; i = inactive; u = inconclusive; x = not tested or not shown; [ ] = another dose, or the depositor's remark. No enrichment for hits; 2.6% or so of the library scored in one or more.

SMILES	AID2073	WT yeast gro inh	WT yeast gro inh mutant strain	GPR35 antagonists	LYP phosphatase	NS5 inhibitors	Autophagy mod	Autophagy mod cell loss 18 h	K1F lysis inhibition	RSV CPE inhibition	NTR1 agonist	NTR1 agonist cell count 20 µM	others
CCOC(=O)C1=C(C)N(CCCCCC(=O)O)C(=O)NC1c1ccc(Cl)cc1 (centres undefined)	11%	x	x	20%	-5%	-5%	x	x	0.1%	-0.1%	-0.8	43
CCc1cc(=O)[nH]c(SCC(=O)NCC2CCCO2)n1 (centres undefined)	x	x	x	x	x	-2%	x	x	0.5%[50 µM]	0.7%	0.4	57
COc1cc2c(cc1OC)CN(C(=O)CN1CCN(S(=O)(=O)c3ccccc3Br)CC1)CC2	4%	x	x	-5%	-9%	-10%	x	x	-0.4%	2.9%	-0.9	67
O=C(NNC(=O)c1ccccc1Cl)c1ccc(-n2cncn2)c([N+](=O)[O-])c1	x	x	x	x	x	-1%	x	x	0.6%[50 µM]	1.7%	-0.1	93
COc1ccc(CCC(=O)Nc2ccc(OC)c(S(=O)(=O)N3CCCCC3)c2)cc1	x	x	x	x	x	2%	x	x	0.4%[50 µM]	0.0%	-0.7	93
C/C(N=Nc1nc2ccccc2s1)=N\Nc1ccccc1O	-2%	x	x	-9%	-7%	6%	x	x	0.3%	u	0.8	41
N#CC1=C(c2ccccc2)/C(=C/c2ccccc2)OC1=O	21%	42	26	-9%	9%	7%	i	3	0.3%	4.5%	66*	24*
CCOCc1c(C(=O)OCC(=O)NCc2ccc(F)cc2)oc2ccccc12	x	x	x	x	x	-5%	x	x	0.9%[50 µM]	2.3%	-1.5	58
CCOC(=O)C1=C(N)N(c2ccccc2)C2=C(C(=O)CCC2)C1c1cccnc1 (centres undefined)	-5%	-7	-4	1%	-8%	-6%	i	4	-0.6%	1.7%	1.1	65
COc1ccc(OC)c(C2=NOC(C(=O)NCc3cccnc3)C2)c1 (centres undefined)	3%	x	x	-8%	-5%	-8%	x	x	0.4%	0.8%	-0.5	98
COC(=O)c1c(C)noc1-c1cc(C)on1	-1%	6	-3	-2%	-2%	-11%	i	-7	1.2%	0.0%	-0.5	57
CC(=O)c1c(C(C)=O)c(C)n(Cc2ccccc2)c1C	37%	-13	-12	-7%	-10%	2%	i	1	3.7%	13%	3.3	48
O=C(CCCOc1ccccc1)Nc1ccc(S(=O)(=O)N2CCOCC2)cc1	1%	-7	-4	-7%	-6%	5%	i	-4	-0.1%	1.5%	1.4	67
CN(Cc1ccccc1OCCO)CC1CCCN(CCc2ccc(Cl)cc2)C1 (centres undefined)	8%	x	x	-7%	-14%	-4%	x	x	-0.1%	-1.0%	-0.5	50
CNC(=S)N/N=C/c1cc(Br)c(OCc2ccncc2)c(OC)c1	4%	x	x	0%	-7%	-9%	x	x	-0.3%	-0.6%	1.6	71
CCCCCCCCCCSc1n[nH]c(NC(C)=O)n1	12%	13	23	-3%	-4%	-3%	i	2	0.0%	13%	-0.8	46
CCOC(=O)Cc1csc(SCC(=O)Nc2cccc(Cl)c2)n1	1%	-8	5	4%	-5%	2%	i	-8	1.4%	4.0%	-0.4	55
S=C(Nc1ccccc1Cl)Nc1ccc(Cl)cc1Cl	-18%	-6	22	17%	-2%	3%	i	11	-0.4%	6.6%	-0.5	47
CCC(=O)Oc1c(C(=O)CC)cc2c(C)cc(=O)oc2c1C	17%	2	6	-11%	-2%	-5%	i	-10	-0.1%	20%	2.9	78
CCc1nnc(N/N=C/c2cc(C)c(C)cc2C)n1N	1%	x	x	7%	-9%	-3%	x	x	0.1%	2.1%	0.5	46	NS5 inhibitors pilot replicate=0.6
CCn1c(N)nc2ccccc21	7%	-1	-11	2%	0%	6%	i	2	0.3%	3.7%	-1.7	25
CC(=O)c1c(C)nc2ccc(Br)cc2c1C(=O)O	5%	2	-6	14%	-8%	-1%	i	1	2.2%	2.0%	-1.9	92
Cc1ccc(-n2nc3c(c2NC(=O)CCC2CCCCC2)CS(=O)C3)cc1 (centres undefined)	-6%	-4	5	1%	-10%	-3%	i	17	-0.5%	3.0%	-1.9	53
CCC(=O)Nc1sc2c(c1C#N)CCCCC2	0%	6	-14	3%	-3%	0%	i	-3	0.2%	0.5%	7.4	37
COc1ccc(NC(=O)N2CCC(c3nc4ccccc4[nH]3)CC2)cc1	10%	-2	-2	-1%	-9%	-1%	i	13	0.0%	-0.3%	3.4	40
O=C(Nc1ccc(Cl)cc1)c1nc[nH]c1C(=O)N1CCc2ccccc2C1	x	x	x	x	x	20%	x	x	0.5%	-0.6%	7.2	72
O=C(NCCCn1ccnc1)/C(=C\c1cccs1)NC(=O)c1cccs1	15%	-2	-21	-13%	0%	-9%	i	11	0.3%	1.9%	0.1	58
O=C(NCc1ccco1)c1ccc(CS(=O)(=O)c2cccc(C(F)(F)F)c2)o1	-3%	-11	-14	14%	-10%	-7%	i	10	3.6%	2.8%	0.5	81
COCCn1c(C)cc(C(=O)COC(=O)c2ccc3c(c2)NC(=O)CS3)c1C	-11%	5	8	14%	-2%	-10%	i	-4	3.2%	3.6%	0.4	50
CCOc1ccc(NC(=O)Nc2ccon2)cc1	-6%	x	x	2%	-5%	-6%	x	x	-0.5%[50 µM]	3.3%	1.0	58
O=c1[nH][nH]cc1C=NCc1cccc(C(F)(F)F)c1	6%	-13	8	4%	0%	-7%	i	10	-0.3%	1.6%	-1.6	81
Cc1sc(NC(=O)Cc2ccc3c(c2)OCO3)nc1-c1ccc2c(c1)CCN2C(=O)c1ccc(F)cc1	4%	32	53	3%	10%	-1%	i	16	5.5%	6.8%	4.6	38
C[C@@H]1CC=C[C@H]2[C@H]1C(=O)N(Cc1ccccc1)[C@H]2c1ccc2ccccc2c1/C=C/c1ccccc1	21%	x	x	-17%	5%	-4%	x	x	1.0%	6.5%	-1.4	93
Cc1cc(-n2c(C)cc(C(=O)CSc3[nH]c(=O)cc(C(F)(F)F)c3C#N)c2C)no1	x	x	x	x	x	-5%	x	x	0.2%[50 µM]	1.9%	-1.3	50
Cc1cc(C(=O)N2CCCC(Nc3ccc(F)cc3)C2)n(C)n1 (centres undefined)	-3%	x	x	2%	-7%	-7%	x	x	1.1%	1.4%	-0.1	41
COCCn1nnnc1C(c1cc2cccc(C)c2[nH]c1=O)N1CCN(c2ccccc2F)CC1 (centres undefined)	18%	-13	-23	-7%	-5%	11%	i	11	-0.6%	1.9%	-0.4	61
N#CC1=C(N)S[C@@H](C(=O)c2ccc(F)cc2)[C@@H]1c1cccs1	0%	11	-21	-5%	0%	-2%	i	-5	0.3%	18%	1.2	89
Cc1[nH][nH]c(=O)c1N=Nc1ccccc1Cl	4%	x	x	3%	3%	-8%	x	x	-1.1%	-0.7%	-0.7	52
c1ccc2c(c1)nnn2Cc1nnc2sc(-c3ccncc3)nn12	-14%	7	7	2%	-6%	-1%	i	-52	6.9%	1.6%	2.3	58
COc1cc(OC)c2c(-c3ccccc3)cc(=O)oc2c1C(CC(=O)N1CCN(c2ccccc2)CC1)c1ccc(N(C)C)cc1 (centres undefined)	36%	x	x	-11%	8%	1%	x	x	0.5%	3.1%	-0.1	91
C=C(C)Cn1c(-c2ccncc2)n[nH]c1=S	24%	-12	-28	15%	-7%	-10%	i	-13	0.6%	1.8%	-0.1	45
Cc1ccc(S(=O)(=O)N2CCCC(C(=O)NCCc3ccc(S(N)(=O)=O)cc3)C2)cc1 (centres undefined)	20%	x	x	4%	-7%	1%	x	x	1.1%	9.6%	1.1	59
Cc1c(NC(=O)COC(=O)c2ccc(Br)o2)c(=O)n(-c2ccccc2)n1C	0%	0	11	-5%	-3%	-6%	i	-1	0.1%	0.0%	-1.3	52
CC(C)NCC(O)c1ccc(O)c(O)c1 (centres undefined)	5%	x	x	-17%	-7%	-7%	x	x	4.0%	-1.3%	3.6	46
COc1ccc2nc(C)cc(SCC(NC(C)=O)C(=O)OC(C)C)c2c1 (centres undefined)	-16%	x	x	2%	-3%	1%	x	x	-1.2%	2.6%	-0.2	49
Cc1cc(C)c(C#N)c(Oc2ccccc2)n1	-3%	20	17	-7%	-6%	x	i	4	-0.2%[50 µM]	1.7%	0.8	61
Nc1cc2nc3ccccc3oc-2cc1=O	0%	x	x	-6%	-8%	-1%	x	x	-4.2%	1.6%	-4.4	78
C=CCOC(=O)COc1ccc2c(C)c(C)c(=O)oc2c1	0%	5	-5	-10%	-13%	-4%	i	4	0.0%	0.7%	2.0	56
COc1ccc2[nH]c(=O)c(CN(C(=O)c3cccnc3)c3ccccc3)cc2c1	2%	-1	-15	7%	-2%	-1%	i	-13	-0.1%	1.5%	0.7	48
Cc1ccc(C)c(S(=O)(=O)NC2CCS(=O)(=O)C2)c1 (centres undefined)	x	x	x	x	x	-10%	x	x	-1.6%	-1.9%	-0.1	64
CCn1c(O)c(N=NC(=O)CNc2ccc(C)cc2)c2ccccc21	-9%	14	-21	-15%	-6%	-2%	i	11	0.1%	-0.7%	0.7	71
CN(C(=O)c1cc(S(=O)(=O)N2CCc3ccccc32)cn1C)C1CCCCC1	-1%	x	x	10%	-11%	0%	x	x	0.9%	1.8%	0.0	55
CN(C)CCCN(C(=O)c1ccc(Br)s1)c1nc2cc3c(cc2s1)OCO3	-2%	55	56	3%	-6%	7%	i	22	0.5%	-1.3%	1.5	63
O=C1CCC(c2ccc(-n3ccnc3)cc2)=NN1	x	x	x	x	x	0%	x	x	-13%	12%	-0.1	61
O=C1CC(N2CCOCC2)C(=O)N1c1ccc2c(c1)OCO2 (centres undefined)	0%	8	19	-2%	3%	-2%	i	22	0.7%	-0.2%	-0.8	47
COc1ccccc1NC(=O)c1ccccc1-c1ccccc1C(=O)O	-2%	x	x	0%	-8%	-5%	x	x	-0.1%	0.4%	-1.0	37
Cc1ccccc1CNC(=O)c1ccccc1C(=O)O	4%	0	13	7%	3%	-3%	i	1	5.5%	0.0%	-0.9	46
C=CCNC(=O)c1ccc(C)cc1Cl	23%	4	-10	5%	4%	0%	i	3	0.2%	0.9%	-0.3	101
